AddAB inh: less growth of phage-infected E. coli with AddAB; inhibition, % at 11.9 µM; E. coli expressing H. pylori AddAB, absorbance growth; AID 435030; 330,000 tested, 0.29% active; in the data active = inhibition above about 12%;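 also: 0% = vehicle wells of infected cells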
HTR5A ag ctr: HTR5A agonism, opioid heterodimer counter-screen. activation, % at 9.3 µM. P47898. AID 504692. 340,000 tested, 0.61% active. HTR5A agonist assay, luminescence, cell-based; in the data active = activation mostly above about 9.5%, no sharp cut-off; inactive = mostly below about 7.6%;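 also: 0% = cells with vehicle only and 100% = reference agonist; strong numbers were not always called active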
Target sequence (P47898 whole entry, looked up): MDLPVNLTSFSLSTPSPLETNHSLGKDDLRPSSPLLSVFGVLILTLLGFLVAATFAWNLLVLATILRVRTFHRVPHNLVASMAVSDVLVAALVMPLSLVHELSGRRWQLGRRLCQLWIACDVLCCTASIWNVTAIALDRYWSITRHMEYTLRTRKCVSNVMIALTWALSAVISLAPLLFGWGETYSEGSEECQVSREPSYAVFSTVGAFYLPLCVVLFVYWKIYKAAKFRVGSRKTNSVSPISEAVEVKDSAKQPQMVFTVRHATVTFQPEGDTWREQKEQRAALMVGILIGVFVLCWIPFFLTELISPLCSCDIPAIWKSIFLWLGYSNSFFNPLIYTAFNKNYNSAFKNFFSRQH
DAGLB inhibitor: blocks human DAGLB lipase activity | inhibition, % at 5.17 µM | HEK293T DAGLB membrane lysate, EnzChek fluorogenic substrate | 340,000 tested, 0.059% active | Q8NCG7; in the data active = inhibition above about 34%;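 also: 0% = enzyme with vehicle and 100% = wells lacking enzyme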
CDK5 inh: blocks human CDK5/p35 kinase activity | Recombinant CDK5/p35, ADP-Glo luminescence, 60 min | inhibition, % at 10 µM | 330,000 tested, 0.01% active;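 active = highest replicate inhibition of at least 50% and at least 75% of replicates reaching 50%; inconclusive = only one of the two criteria met; inactive = both criteria failed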;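 also: plate controls were DMSO neutral control for no effect and GW8510 at 10 µM for full effect; many of its hits are not listed in these tables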
Target sequence (Q00535 whole entry, looked up): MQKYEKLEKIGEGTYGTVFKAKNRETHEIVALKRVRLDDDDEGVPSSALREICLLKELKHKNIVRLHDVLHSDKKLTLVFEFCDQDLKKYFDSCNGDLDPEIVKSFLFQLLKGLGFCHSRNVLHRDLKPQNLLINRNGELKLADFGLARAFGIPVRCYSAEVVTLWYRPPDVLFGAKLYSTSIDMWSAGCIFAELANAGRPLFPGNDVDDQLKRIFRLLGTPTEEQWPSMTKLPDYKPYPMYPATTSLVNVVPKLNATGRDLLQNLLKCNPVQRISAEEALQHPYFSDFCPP
Target sequence (Q15078 whole entry, looked up): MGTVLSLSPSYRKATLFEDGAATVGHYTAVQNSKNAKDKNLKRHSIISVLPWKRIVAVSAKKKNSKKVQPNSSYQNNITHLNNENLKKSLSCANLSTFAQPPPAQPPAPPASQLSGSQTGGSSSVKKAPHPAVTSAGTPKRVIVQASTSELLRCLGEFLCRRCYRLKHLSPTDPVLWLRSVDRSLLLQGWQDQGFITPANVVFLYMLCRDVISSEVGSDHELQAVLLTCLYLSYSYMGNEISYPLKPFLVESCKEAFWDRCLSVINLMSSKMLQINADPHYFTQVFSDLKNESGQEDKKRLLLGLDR
HTR5A inv ag: HTR5A inverse agonism, opioid heterodimer counter-screen. P47898. HTR5A cell line, luminescence. inhibition, % at 9.3 µM. 340,000 tested, 0.083% active. AID 504634; in the data active = inhibition mostly above about 23%, no sharp cut-off; inactive = mostly below about 18%;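 also: 0% = cells with DMSO and 100% = no-cell wells with DMSO; some compounds called inactive have numbers as strong as hits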
PKA-R1A activ: PKA-R1A complex activation; PKA-R1A dissociation, Cy5-IP20 fluorescence polarization; scaled: DMSO 0%, 113 µM cGMP 100%; AID 504707; 340,000 tested, 0.083% active; activation, % at 11.4 µM;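 active = percent activation above the mean of all tested compounds plus 3 SD, cut at about 19% in these data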;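 also: higher means more PKAc released from R1A so a rise in polarization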
Ecoli viability: counter-screen for AddAB inhibitors: E. coli growth inhibition; 330,000 tested, 0.27% active; inhibition, % at 11.9 µM; E. coli V3065 growth, OD600 absorbance, 18 h;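 active = inhibition above the campaign's mean inhibition across all tested compounds plus 3 SD, cut at about 9.9% in these data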;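 also: uninfected addAB+ strain grown without phage in ampicillin broth; 0% = DMSO wells and 100% = ciprofloxacin 0.95 µg/ml wells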
Mot1-301 SUMO: blocks SUMOylation pathway, rescuing yeast Mot1-301 growth; 320,000 tested, 1% active; growth rescue, % at 18.8 µM; S. cerevisiae Mot1-301 growth rescue, ATP luminescence, 38.5C; percent above DMSO median, 100 means doubled;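 active = every valid replicate shows activation above 250% relative to neutral control wells; inactive = the rest, any valid replicate at or below 250%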;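 also: OY570 slx delta 5 strain wells were the positive control but not used for scaling; some compounds called inactive have numbers as strong as hits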
Tat export inh: blocks Tat-dependent protein export in E. coli. E. coli MC4100 TorA-mCherry Tat export, fluorescence. inhibition, % at 10 µM. 340,000 tested, 0.036% active;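 active = mean replicate inhibition at least 50% and at least half of replicates individually reaching 50%; inconclusive = only one of the two criteria met; inactive = neither criterion met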;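 also: exported cargo escapes ClpAP degradation while cytoplasmic cargo is degraded and loses fluorescence; 0% = median of neutral control wells and 100% = median of NaSCN control wells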
PKA-R2B activ: activators of human PKA-R2B complex; activation, % at 11.4 µM; PKA-R2B holoenzyme dissociation, Cy5-IP20 fluorescence polarization; R2B truncated from residue 108, S112A mutant; 0% DMSO only, 100% 113 µM cGMP; P22694+P31323; 340,000 tested, 0.079% active;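 active = activation above a cutoff set at the mean over all compounds plus 3 SD, cut at about 18% in these data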;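 also: higher means more holoenzyme dissociation and a rise in polarization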
phage Ecoli inh: E. coli growth loss with phage present; 360,000 tested, 0.26% active; growth absorbance; inhibition, % at 11.9 µM; in the data active = inhibition above about 11%
Active calls of the source: *; ? = inconclusive; · = not tested or not shown. Compounds were not picked by outcome; about 2.3% have a hit in one of these screens.

molecule	CDK5 inh	phage Ecoli inh	Tat export inh	HTR5A ag ctr	Ecoli viability	AddAB inh	DAGLB inhibitor	PKA-R1A activ	Mot1-301 SUMO	HTR5A inv ag	PKA-R2B activ
O=C(NCc1cccnc1)C(=O)NCC1OCCN1S(=O)(=O)c1ccc(F)cc1 (stereo not drawn)	-0.1	3.6	?	1	0.6	1.0	-1	-2	-16	-3	0
COc1ccc(NC(=O)NC2(C(=O)N3CCCCC3)CCCCC2)cc1	-0.5	-0.6	-2	-5	-3.3	-0.2	-1	7	-16	15	-1
Cc1ccc(N(C(=O)Cn2nnc3ccccc32)C(C(=O)NCc2ccco2)c2ccc(C)o2)cc1 (stereo not drawn)	0.4	-0.7	-12	-5	·	·	-1	-5	·	12	-5
CCCc1nnc(SCC(=O)Nc2ccc(OC)cc2)n1N	-1.8	-1.0	-1	1	-0.1	1.6	0	6	13	-20	3
O=C(c1ccncc1)N1CCN(c2ccc(F)cc2)CC1	-1.3	0.9	2	2	-2.8	1.2	-1	-2	·	-29	-11
CC(C)(C)c1ccc(/C=C(\C#N)C(=O)NCCN2CCOCC2)cc1	-1.4	2.5	4	0	1.2	-0.8	4	-6	0	-2	4
O=C(COc1ccccc1)Nc1cc2c3c(c1)CC(=O)N3CCC2	1.5	4.8	2	-4	-1.3	-0.1	-33	5	0	10	1
COc1cc(OC)cc(C(=O)NNC(=O)c2ccc3ccccc3n2)c1	0.5	-2.1	-4	-2	·	·	4	-6	·	17	-3
O=C1C=C(c2cc(Cl)cc(Cl)c2)C[C@@H](c2ccc(F)cc2)C1	-1.2	0.9	6	-4	0.3	2.0	-21	0	-3	-2	-10
CC1CCc2nn(CC(=O)NCCN3CCCCC3C)cc2C1 (stereo not drawn)	1.2	-0.6	-1	4	1.6	5.3	0	0	14	-10	-3
O=C(N/N=C/c1ccncc1)c1ccc2c(c1)OCO2	-1.5	6.3	8	-2	0.6	4.4	-1	-10	6	7	-7
CC[C@]12c3[nH]c4ccc(OC)cc4c3CCN1C(=O)C(CC(=O)NCCCOC)C[C@@H]2C(=O)N1CCN(C(=O)C2CC2)CC1 (stereo partly drawn)	-0.2	2.6	-3	-2	0.2	0.4	0	-3	·	6	-2
O=C(c1ccc(Cl)c(S(=O)(=O)N2CCOCC2)c1)N1CCCC1	1.4	1.6	2	0	0.3	1.5	-3	-3	10	0	13
c1ccc(-c2csc3ncn4nnnc4c23)cc1	0.0	1.9	-1	1	-1.2	-0.4	-1	-2	176	8	0
CCCCc1c(C)[nH]c2nc3ccccc3n2c1=O	-0.8	0.6	-7	0	-0.4	1.9	-1	9	-7	-2	-4
CCN1CCN(c2cc3c(nn2)Oc2ccccc2N3C)CC1	-0.1	5.4	2	-2	-1.9	1.4	3	2	0	16	1
O=C(CNS(=O)(=O)c1cccc(Br)c1)NCCCc1ccccc1	0.4	0.0	3	-2	0.6	3.3	-1	1	-22	-2	3
CSc1ccc(-c2nc(CSCC(=O)N3CCOCC3)c(C)o2)cc1	-2.6	-0.2	-4	-1	0.4	-0.1	2	-2	-24	2	4
Cc1cc2oc(C(=O)Nc3ccc(S(=O)(=O)Nc4ncccn4)cc3)c(C)c2cc1Cl	-1.1	-2.9	-4	-5	·	·	-1	-2	9	13	-3
CCOC(=O)Nc1ccc(S(=O)(=O)N2CCC(C)CC2)cc1	1.5	3.9	-5	1	-2.1	0.3	-2	2	3	-3	0
O=Cc1ccc2noc(-c3ccc(F)cc3)c2c1	1.2	3.0	-1	-1	-4.2	1.2	0	6	-8	-5	-1
Brc1ccc2c(c1)CNc1c(ncnc1N1CCOCC1)O2	-7.0	1.8	3	-2	-0.9	-1.5	3	-18	-11	-6	0
CCSc1nc(-c2ccc(OC)cc2)n(-c2nc3ccccc3s2)n1	-2.2	1.2	0	-4	-1.1	-0.2	-10	-3	-7	4	12
CC(=O)c1ccc(NC(=O)CN2C(=O)NC3(CCCc4ccccc43)C2=O)cc1 (stereo not drawn)	-0.1	0.1	-2	10	1.4	1.7	1	-4	9	-15	8
CSc1nc(N)nc2c1ncn2C1OC(CO)C(O)C1O (stereo not drawn)	2.3	3.0	17	2	·	·	1	-5	·	-8	-7
Cc1cccc(-n2ncc3c(NC4CCCCC4)ncnc32)c1	-1.9	3.5	-8	-4	0.5	1.1	-8	0	16	12	-2
Cc1cnc(C(=O)Nc2nnc(C(C)C)s2)cn1	-0.2	-1.1	0	-3	0.9	1.0	-3	-2	-17	6	-5
C#CCOCCOCCOCCNc1nc(N2CCN(C(=O)[C@H](CCCCN)n3cc([C@@H](N)CO)nn3)CC2)nc(N2CCN(C(=O)[C@H](CCCCN)n3cc([C@@H](N)CC(C)C)nn3)CC2)n1	1.6	2.2	0	5	-1.9	2.4	3	2	-13	-45	0
O=C(CN1CCCCC1)N=Nc1c(O)[nH]c2ccccc12	0.5	3.0	-12	-1	1.2	0.3	-2	-4	-8	-16	-2
CCc1ccc(Nc2nnc(SCn3nnc4ccccc4c3=O)s2)cc1	0.6	3.9	22	13	2.6	-1.3	1	-13	1	-34	3
CC(SC(C)C(=O)NN=Cc1cccc(Cl)c1)C(=O)NN=Cc1cccc(Cl)c1 (stereo not drawn)	2.2	0.1	-4	-1	·	·	3	12	·	6	-1
Cc1ccc(N(CC(=O)NCc2ccc3c(c2)OCO3)C(=O)c2csnn2)cc1	1.2	2.5	9	0	1.1	-0.9	-2	-13	-5	-1	0
CCC(CC)C(=O)NCc1ccccc1OC	-4.6	0.8	3	4	0.0	1.3	0	5	12	-14	3
Cc1cc(C)c(NC(=O)COC(=O)C2CCC(=O)N2)c(C)c1 (stereo not drawn)	-0.7	3.4	0	0	-1.3	3.0	1	-2	2	10	8
COC(=O)C1=C(C)N(C2CCCCC2)C(=O)/C1=C\c1cccs1	-1.7	1.2	1	·	-2.9	0.7	·	·	0	·	·
N#Cc1ccc(NC(=O)COC(=O)CCNS(=O)(=O)c2ccccc2)cc1	-0.6	4.7	-11	-2	1.1	2.6	-1	4	7	7	0
O=C(NCCCn1ccnc1)c1ccccc1Cl	0.2	2.0	-10	1	1.4	0.2	2	2	-21	-4	3
CCOc1ccc(CO[C@@H]2O[C@H](CO)[C@@H](O)[C@H](O)[C@H]2NC(C)=O)cc1OC	1.0	2.0	-14	-3	·	·	-3	-2	525	9	12
COc1ccccc1/C=C/C=N/NC(=O)c1cnccn1	-3.8	0.7	0	-2	0.7	1.8	2	5	2	5	12
O=C(NCCN1CCOCC1)c1ccc(Cl)c(S(=O)(=O)N2CCCC2)c1	-3.7	0.6	0	2	-1.7	2.8	-1	-17	13	-4	5
C/C(CC(=O)Nc1ccc(OCc2ccccc2)cc1)=N\NC(=O)C(=O)Nc1ccccc1C	-1.8	2.1	0	2	-0.5	1.8	1	-14	-4	2	-7
CC(=O)c1ccc(NC(=O)C(C)N(C)CC(=O)Nc2ccccc2Cl)cc1 (stereo not drawn)	0.1	4.1	-2	-4	-0.6	-1.9	-1	-4	-14	2	-8
COc1ccc(-n2nc(C(=O)NCC3CCCO3)c3ccccc3c2=O)cc1 (stereo not drawn)	-0.6	-0.6	4	0	0.7	2.2	0	3	-2	21	2
CC(C)C(=O)N=C1SC2CS(=O)(=O)CC2N1Cc1ccccc1 (stereo not drawn)	0.5	3.2	1	1	-2.2	1.4	-3	-9	9	-2	-10
CC(C)C[C@H](NC(=O)c1nc[nH]c1C(=O)N[C@@H](CCCCNC(=O)OC(C)(C)C)C(=O)OC(C)(C)C)C(=O)OC(C)(C)C	-1.0	0.6	6	4	2.7	3.2	-9	0	-6	5	-12
c1ccc2[nH]c(SCc3ccc(-c4nnco4)cc3)nc2c1	0.3	3.5	-7	2	4.2	1.1	1	-1	6	-5	-1
CC(=O)Nc1cccc(-n2nnc(SCC(N)=O)n2)c1	-1.0	-2.9	0	1	1.1	-0.2	-3	-6	-2	-45	-2
CC(=O)c1ccc(S(=O)(=O)N(CCCO)Cc2cc3cc4c(cc3[nH]c2=O)OCCO4)cc1	-2.0	0.2	23	-1	3.3	1.8	0	-9	-39	-25	1
C[C@@H]1C=C(C(=O)O)O[C@H](OCc2ccc(CO)cc2)C1	-2.2	0.9	-13	7	0.9	2.3	1	-3	-24	10	-2
Cc1ccc(C(C(=O)NC2CCCC2)N(Cc2cccs2)C(=O)c2csnn2)o1 (stereo not drawn)	1.0	2.1	-11	-2	-0.9	1.4	-1	-3	7	6	1

Further compounds
molecule	CDK5 inh	phage Ecoli inh	Tat export inh	HTR5A ag ctr	Ecoli viability	AddAB inh	DAGLB inhibitor	PKA-R1A activ	Mot1-301 SUMO	HTR5A inv ag	PKA-R2B activ
CCOC1CCCC(n2cnc3c(=S)nc[nH]c32)O1 (stereo not drawn)	3.2	4.2	-3	0	·	·	-1	-3	·	0	2
Cc1cccc(/C=N/NC(=O)c2ccc(NC(=O)c3ccccc3C)cc2)n1	0.7	1.5	1	7	-2.4	1.3	-1	-11	-15	-8	-10
CCOC(=O)c1c(C)[nH]c(C)c1S(=O)(=O)N1CCC(c2ccccc2)C1 (stereo not drawn)	-1.2	3.9	3	-1	0.2	-0.1	-1	5	5	6	5
O=C(O)CN(c1ccccc1)C1SC(=O)NC1=O (stereo not drawn)	0.3	1.0	1	-1	1.6	0.1	2	-8	14	2	-1
Cc1ccc(-n2nc3c(c2NC(=O)c2cc4ccccc4o2)CS(=O)(=O)C3)cc1	-1.5	-0.4	-4	-3	3.4	0.2	2	4	2	4	3
CC(C)N1C(=O)C2C(C(=O)NC3CCCCC3)C3C=CC2(O3)C1C(=O)NC1CCCC1 (stereo not drawn)	0.4	2.7	-1	5	-1.5	4.4	-1	11	-10	-16	5
O=C(O)c1c(N2CCCCC2)ccc([N+](=O)[O-])c1N1CCCCC1	1.2	2.2	5	3	-2.3	-1.1	1	-8	-14	2	2
O=C(NCC1(c2ccccc2)CCOCC1)c1cccs1	2.4	1.4	-3	0	0.3	-0.2	1	-7	3	-1	-2
O=C(COC(=O)c1cc2ccccc2cc1O)Nc1ccccc1F	0.0	-0.7	5	11	0.4	2.0	-5	-15	13	-27	-6
CCCCN1CCN=C1N(C)C	0.2	0.7	7	-3	-0.8	2.5	-4	-5	50	7	1
Cc1ccc(Cn2cccc2/C=C2/C(=N)N3C=CSC3=NC2=O)cc1	-0.2	2.6	1	6	-3.3	-0.9	1	-2	10	-14	2
O=C(/C=C/c1ccc2c(c1)OCO2)N1CCCCC1	0.9	2.7	-7	0	·	·	-4	3	-1	-1	-3
Cc1sc2ncn(CC(=O)NCCCN3CC(C)CC(C)C3)c(=O)c2c1S(=O)(=O)N1CC(C)CC(C)C1 (stereo not drawn)	0.3	3.1	-2	-1	-1.9	1.4	-3	-8	-2	-10	-5
COc1ccc(CNC(=O)CSCc2cccc(Cl)c2)cc1	-2.0	-0.3	6	-1	-0.5	2.7	-9	1	-1	10	-7
N#Cc1cnc(SCC(=O)N2CCCC2)nc1N	-0.4	0.8	2	3	1.5	-0.6	-1	-2	-12	9	-1

Bioassay records as filed in PubChem BioAssay.
